HSF1 inh: HSF1 inhibition. actives 0.77% (n = 300,000). NIH3T3-HGL HSE-luciferase, MG132-induced, luminescence 8 h; active compounds read low. activity change, negative = inhibition, % at 7.5 µM (by protocol). AID 2098;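 active means more than half of replicate wells show activity change below -50%, luminescence cut by over half; inconclusive means some wells, but at most half, below -50%; inactive means no replicate well below -50%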;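 further: luciferase reports HSF-1 transcriptional activity via heat shock element; 0% = median of DMSO wells and -100% = zero luminescence signal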
GSK3B inh: human GSK3beta kinase inhibition; P49841; GST-GSK3beta kinase, ADP-Glo luminescence, 60 min; active compounds read low; activity score (negative = inhibition), % at 10 µM; actives 0.038% (n = 300,000); AID 2097;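 active means more than half of replicate wells score below -50%, meaning over 50% inhibition versus plate controls; inconclusive means some replicates but at most half score below -50%; inactive means no replicate scores below -50%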;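 further: 0% = median DMSO wells and -100% = median GW8510 positive control wells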
Target sequence (P49841 whole entry, looked up): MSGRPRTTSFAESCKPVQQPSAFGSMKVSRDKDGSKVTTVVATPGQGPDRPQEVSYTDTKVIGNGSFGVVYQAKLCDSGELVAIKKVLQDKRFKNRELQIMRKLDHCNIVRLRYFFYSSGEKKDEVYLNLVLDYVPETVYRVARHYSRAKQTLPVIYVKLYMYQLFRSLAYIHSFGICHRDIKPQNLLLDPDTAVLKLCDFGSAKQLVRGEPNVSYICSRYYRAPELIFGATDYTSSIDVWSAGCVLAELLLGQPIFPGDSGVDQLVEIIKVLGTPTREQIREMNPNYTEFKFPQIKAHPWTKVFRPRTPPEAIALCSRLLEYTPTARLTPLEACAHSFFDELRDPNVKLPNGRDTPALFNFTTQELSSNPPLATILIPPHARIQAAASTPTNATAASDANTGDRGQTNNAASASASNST
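Assay system: GST-tagged human GSK3beta kinase, cell-free; Input: 1.6 ng GSK3beta; Medium: Tris/MgCl2 kinase buffer; Timing: 60 min enzyme reaction, room temperature; Signal: ADP-Glo luminescence quantifying ADP generated by kinase; Evaluation: score relative to plate controls; Benchmarks: DMSO neutral wells and GW8510 at 20 µM as positive.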
KLF5 inhibitor: suppresses KLF5 promoter-driven expression. DLD-1 KLF5 promoter-luciferase reporter, luminescence. inhibition, % at 5 µM. actives 0.23% (n = 290,000);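 active means inhibition above a per-plate limit of that plate's mean compound inhibition plus 3 SD, cut at about 60% in these data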;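 further: 0% = DMSO wells and 100% = LY294002 at 200 µM; higher means less KLF5 promoter-driven luciferase light; inactives centre near -14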
GSK3 alpha inh: human GSK-3 alpha kinase inhibition. P49840. ADP-Glo luminescence, 60 min. inhibition, % at 10 µM. actives 0.1% (n = 320,000);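 in the data active means inhibition above about 50%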;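 further: GST-tagged GSK-3 alpha with peptide substrate and 25 µM ATP; 0% = DMSO neutral wells and 100% = GW8510 positive control wells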
Target sequence (P49840 whole entry, looked up): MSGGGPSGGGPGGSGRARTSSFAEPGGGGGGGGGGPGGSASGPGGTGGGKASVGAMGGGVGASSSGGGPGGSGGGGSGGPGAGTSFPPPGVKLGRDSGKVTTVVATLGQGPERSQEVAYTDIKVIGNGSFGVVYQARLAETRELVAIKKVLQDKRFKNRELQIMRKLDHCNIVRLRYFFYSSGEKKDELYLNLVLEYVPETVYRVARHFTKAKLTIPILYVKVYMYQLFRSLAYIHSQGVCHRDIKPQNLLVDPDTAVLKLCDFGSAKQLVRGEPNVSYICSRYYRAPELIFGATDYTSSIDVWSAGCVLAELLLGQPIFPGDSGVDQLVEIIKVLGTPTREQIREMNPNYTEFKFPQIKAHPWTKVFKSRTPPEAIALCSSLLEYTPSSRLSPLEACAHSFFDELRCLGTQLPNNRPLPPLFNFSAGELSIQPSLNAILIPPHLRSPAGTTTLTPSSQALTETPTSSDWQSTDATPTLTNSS
HIF act: HIF pathway transcriptional activation; activation, % at 7.5 µM (by protocol); U2OS HRE-luciferase reporter, luminescence; normalized: DMSO 0%, desferrioxamine 100%; actives 0.32% (n = 300,000); AID 1910;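 active means mean activation of at least 10% of the iron chelator positive control signal, with at least half of replicates also reaching 10%; inconclusive means mean and replicate majority disagree about reaching 10%; inactive means mean and most replicates under 10%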
IEC-6 cytotox: kills IEC-6 intestinal cells in KLF5 counter-screen; actives 0.78% (n = 290,000); inhibition, % at 5 µM; IEC-6 cytotoxicity, luminescence viability; in the data active means inhibition above about 22%;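 further: 0% = plate median of test compound wells and 100% = cytotoxic reference compound wells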
HSP90 refold inh: blocks HSP90-mediated luciferase refolding in reticulocyte lysate; Rabbit reticulocyte lysate, luciferase refolding luminescence, 3 h; actives 0.91% (n = 290,000); inhibition, % at 5.6 µM;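 active means inhibition above the screen-wide mean plus 3 SD, computed separately per campaign, cut at about 16% in these data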;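 further: 0% = DMSO wells and 100% = 60 µM geldanamycin wells; inhibitors lower the luminescence because luciferase stays unfolded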
AI-2 QS modul: Vibrio harveyi AI-2 quorum sensing modulation; activity change, % at 7.5 µM; Vibrio harveyi JMH597 AI-2 luminescence/OD600 ratio, 9 h; active compounds read low; strain lacks LuxN and CqsS sensors; 0 = neutral-control median; actives 0.4% (n = 300,000); in the data active means activity change below about -75%, passing the limit was not always enough; inconclusive means no clear call, values can overlap the other calls;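 further: luminescence divided by OD600 gain over 9 h not by final OD600 alone; inactives centre near 13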
HSF-1 act: increases HSF-1 driven luciferase reporter signal | NIH3T3-HGL HSF-1 luciferase reporter, MG132, 8 h; 100% = twice DMSO control signal | activation, % at 9 µM | actives 1.7% (n = 300,000);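 active means mean replicate activation of at least 50% with a set share of replicates each reaching 50%; inconclusive means only one of those two conditions met; inactive means mean below 50% and too few replicates reaching it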;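 further: 0% = median of the neutral control wells and 100% = twice that signal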
aSyn UTR inh: 5' untranslated region of α-synuclein, MLPCN primary screen. alpha-synuclein 5'UTR reporter, inhibitor activity. inhibition, % (tested at 7.5 µM). actives 0.82% (n = 300,000). AID 1813; in the data active means inhibition above about 60%; inconclusive means no clear call, values can overlap the other calls;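 further: H4 neuroglioblastoma cells stably carrying SNCA 5'UTR luciferase fusion; 0% = DMSO wells and 100% = positive control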
The depositor's hits bear a star; ? = inconclusive; · = not tested or not shown. An unsorted share of the library. About 4.7% of those tested had a hit in this group.

entry	Compound	HSF1 inh	GSK3B inh	KLF5 inhibitor	GSK3 alpha inh	HIF act	IEC-6 cytotox	HSP90 refold inh	AI-2 QS modul	HSF-1 act	aSyn UTR inh
1	CC(=O)Nc1ccc2nc(NS(=O)(=O)c3ccc(C)cc3)sc2c1	6	1	-16	-1	-0.3	-6	-2	27	8	-6
2	COC(=O)c1ccc(/C=C2/C(=O)Oc3ccccc32)cc1	5	0	-4	-1	0.9	2	-3	26	13	4
3	CC1CCCN(C(=O)c2cc3ccccc3cc2O)C1 (centres undefined)	5	1	-23	-2	-0.7	5	1	16	-5	-6
4	C=CCOc1c(CCC)cc(CCC)cc1C(N)=O	2	0	-2	7	-0.2	-6	-1	-1	8	22
5	Cc1ccc(C2SCC(=O)N2Cc2ccccc2)cc1 (centres undefined)	-3	1	-18	-2	-0.1	-2	-1	18	-3	6
6	Cc1nc(N2CCCC2)c2ccsc2n1	-4	1	-1	-2	-0.5	3	1	16	-10	16
7	CC(=O)c1cccc(-c2ccc3c(=O)[nH]c(Nc4ccccc4)cc3c2)c1	0	-10	·	26	-0.8	·	·	31	-1	8
8	O=c1[nH]c2ccc(S(=O)(=O)N3CCCCC3)cc2[nH]c1=O	9	-2	-24	-1	0.3	-7	-2	13	15	3
9	CCCCC(C(=O)O)C(C)CC(=O)Nc1nccs1 (centres undefined)	-7	3	-19	-3	-0.2	0	1	20	-12	11
10	CCOc1ccc(OCc2nnc(SCC(=O)NC3CCS(=O)(=O)C3)n2-c2ccc(Cl)cc2)cc1 (centres undefined)	-4	-2	-29	-3	-0.1	6	2	61	15	11
11	Cc1ccc(NC(=O)CNC(=O)c2sc3ccccc3c2Cl)nc1	3	-2	·	-2	1.5	·	·	17	2	-7
12	O=C(NCc1ccco1)c1ccc(C(F)(F)F)cc1	12	-1	-14	-1	0.7	4	0	7	27	-30
13	C/C(=N\NC(=O)c1c(Cl)c(C)nn1C)c1cccc(NC(=O)COc2ccccc2)c1	17	0	-45	-1	2.5	0	0	23	16	-80
14	O=C(COc1ncnc2ccccc12)NCCc1ccc(F)cc1	-9	1	-6	-3	-0.1	-1	-5	7	-5	7
15	COc1cccc(C2CN(c3ccc(F)cc3F)N=C2c2cccs2)c1OC (centres undefined)	-3	0	-10	-2	-0.3	7	6	20	6	-4
16	CCOC(=O)c1c(NC(=O)c2cccs2)sc2c1CCN(C(=O)OCC)C2	35	1	-36	-3	-0.3	-6	1	15	71*	6
17	Cc1cc(C)cc(N2CN=c3s/c(=C\c4ccco4)c(=O)n3C2)c1	5	0	-26	1	0.3	-5	-4	13	3	-5
18	CC(=O)Nc1ccc(NC(=O)C(C)OC(=O)CNS(=O)(=O)c2ccc(Br)cc2Cl)cc1 (centres undefined)	-2	1	-26	-1	0.0	-3	3	-2	-5	-8
19	Cc1ccc(-c2nc(CS(=O)(=O)CC(=O)N3CCOCC3)c(C)o2)cc1	3	2	-31	-3	0.5	6	-3	-5	2	-51
20	Cc1cc(F)ccc1S(=O)(=O)N(C(=O)c1ccncc1)c1ccc(OC(=O)c2ccncc2)cc1	-3	1	-4	1	-0.3	-1	2	16	-6	1
21	OCC1(CCCc2ccccc2)CCN(Cc2ccc(F)cc2)CC1	2	1	-25	3	0.1	-8	-1	15	-2	0
22	C/C(=N/NC(=O)CN1CCN(Cc2ccccc2Cl)CC1)c1cccnc1	5	-2	-15	0	0.3	-2	3	9	15	-5
23	C/C(=N\O)C(C)/[N+]([O-])=C/c1nc(C)c(C)n1O (centres undefined)	-7	1	-21	-2	-0.2	2	1	5	5	-6
24	O=c1c2ccccc2oc2cc(OCc3ccc(F)cc3)cc(O)c12	0	0	-2	-1	1.0	10	9	9	-7	-13
25	CCCCOC(=O)C1=C(C)Nc2ncnn2C1c1cc(OC)c(OC)cc1OC (centres undefined)	-1	3	14	-2	-0.5	-2	2	-10	14	-10
26	CCc1ccc2c(c1)c1nc(C)sc1n2CC	9	-2	-44	-3	0.0	1	7	17	6	19
27	COc1ccc(NC(=O)C2CCN(S(=O)(=O)c3ccc(OC)c(OC)c3)CC2)c(OC)c1	3	2	27	1	0.1	3	-2	-5	8	20
28	CCOc1ccc(NC(=O)CC2C(=O)N(CC)C(=S)N2CCN2CCOCC2)cc1 (centres undefined)	6	4	-11	9	0.1	4	4	14	-15	5
29	COc1ccc(C(=O)OCC(=O)c2ccc(Cl)s2)c(OC)c1OC	14	0	·	-3	1.4	·	·	0	4	-6
30	C=CCc1ccc(OCCOCCOc2cccc3cccnc23)c(OC)c1	4	3	-10	-2	0.4	1	2	14	-2	29

Next section.
entry	Compound	HSF1 inh	GSK3B inh	KLF5 inhibitor	GSK3 alpha inh	HIF act	IEC-6 cytotox	HSP90 refold inh	AI-2 QS modul	HSF-1 act	aSyn UTR inh
31	C#CCNc1c2c(nc3nnnn13)CCCC2	-9	-2	-29	-6	0.0	-5	0	-5	2	12
32	COc1ccc(-n2c(=O)[nH]cc(C(=O)Nc3ccc(NC(C)=O)cc3)c2=O)cc1	-9	2	-26	0	0.3	1	-2	22	2	-10
33	COc1ccc(C2C=C(c3ccc(C)c(C)c3)Nc3ncnn32)c(OC)c1OC (centres undefined)	0	1	-18	1	1.5	4	-2	13	0	-3
34	CCc1cc2ccc(C)cc2nc1SCC(=O)Nc1c[nH]c(=O)[nH]c1=O	2	0	18	0	-1.6	1	3	31	13	14
35	Cc1ccc(CNC(=O)C2CC(c3ccccc3[N+](=O)[O-])=NO2)cc1 (centres undefined)	6	0	-12	-2	-2.4	3	-1	3	1	-13
36	COc1cc(/C=N/NC(=O)C(Cc2c[nH]c3ccccc23)NC(=O)OCC(C)C)cc([N+](=O)[O-])c1O (centres undefined)	7	1	27	7	-0.3	2	1	14	-7	11
37	COc1cc(-c2nc(-c3ccccc3)c(-c3cccs3)[nH]2)cc(OC)c1O	2	5	-3	-3	-0.2	6	1	7	4	-1
38	Cc1ccc(C)c(N2CCN(C(=O)C3CCN(S(=O)(=O)c4c(C)noc4C)CC3)CC2)c1	-6	3	-10	-1	0.1	5	5	43	-15	1
39	Cc1ccc(NCC(=O)N/N=C/c2ccc(OC(=O)c3ccco3)cc2)cc1	8	-4	-9	-1	0.0	-2	-1	4	-6	-58
40	O=C(Cc1ccccc1)NCCSCc1ccco1	1	0	-10	-5	0.0	1	2	34	7	-21
41	Cc1cccc(N2CC3=C(C2=O)C(c2ccccc2)NC(=O)N3C)c1 (centres undefined)	-6	1	-104	0	0.7	4	3	-2	-7	24
42	CCN(CC)C(=O)c1sc2nc(-c3ccncc3)[nH]c(=O)c2c1C	-2	-4	10	1	0.1	2	1	19	-9	-14
43	O=C1CSCC(=O)N1c1ccccc1	1	-7	1	-2	-0.4	-1	10	-2	-17	-3
44	CCCc1ccc(-c2csc(NC(=O)Cc3cccs3)n2)cc1	-4	-6	-28	0	0.7	-4	1	11	0	-66
45	FC(F)Oc1ccc(NC(=S)NCc2ccccc2)cc1Cl	6	-1	-9	-2	0.0	-3	1	-3	22	18
46	O=C1CSC(c2ccncc2)N1Cc1ccco1 (centres undefined)	4	3	-48	3	0.0	-2	5	3	21	-11
47	CC(C)NC(=O)N1CC(c2ccccc2)C(c2ccc(Cl)cc2)=N1 (centres undefined)	16	3	-52	3	0.4	-11	-7	-1	21	-5
48	Cc1cc(NC(=O)CSCC(=O)Nc2nc3c(C)cccc3s2)no1	4	1	·	-2	-0.6	·	·	-7	5	-13
49	Clc1ccccc1/C=N/Nc1cc(N2CCOCC2)ncn1	8	2	-134	-4	0.0	-24	-5	9	16	-151
50	O=C(O)C1Cc2ccccc2CN1S(=O)(=O)c1ccccc1 (centres undefined)	-13	4	-37	0	0.0	2	-3	9	-16	-4
51	C=CCN1C=C2C(=O)C(C)(OC(=O)CCC(=O)OC)C(=O)C(Br)=C2C=C1c1ccc(OC)cc1 (centres undefined)	0	1	·	-3	-0.1	·	·	19	5	-31
52	O=C(COc1ccccc1)Nc1ccccc1N1CCN(c2ccccc2)CC1	·	1	-12	-3	-0.4	-1	-1	22	·	?
53	O=c1[nH]cc(S(=O)(=O)N2CCOCC2)c(=O)[nH]1	4	0	·	-3	0.1	·	·	3	-1	6
54	Cc1ccc2c(c1)C(c1ccccc1)N(C(=O)c1ccc(S(=O)(=O)N3CCOCC3)cc1)CC(=O)N2 (centres undefined)	12	1	-4	-3	-0.3	2	-6	13	10	9
55	O=C(O)CNS(=O)(=O)Cc1ccccc1	-4	3	-29	5	0.0	2	7	36	-3	1
56	O=C(COc1cc2oc(=O)cc(-c3ccccc3)c2cc1Cl)NCC1CCC(C(=O)O)CC1 (centres undefined)	3	2	1	-1	-0.2	1	-3	20	-2	6
57	O=C(Nc1nccs1)c1cccc(S(=O)(=O)N2CCCC2)c1	0	-3	-6	6	0.0	2	-4	11	7	-10

Bioassay records from PubChem.
